# Screens: PubChem BioAssay, National Center for Advancing Translational Sciences (NCATS)
# LDHA block – inhibitors of human lactate dehydrogenase A | P00338 | purified LDHA, NADH/diaphorase-resazurin fluorescence; hits give low values | activity change, % (values are at about 110 or 230 µM) | actives 0.15% (n = 480,000) | AID 1347041; in the data active = activity change below about -30%; inconclusive = mostly about -25% to -30%;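 also: plate controls were DMSO wells for no effect and wells without enzyme for full effect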
#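 LDH5 2 nM; NADH 0.06 mM, pyruvate 0.2 mM; 200 mM Tris pH 7.4, EDTA, Tween-20; 5 min RT. Detection: diaphorase 0.133 mg/mL + resazurin 37 µM, fluorescence ex540/em590 at 0 and 20 min; normalized to enzyme-free and DMSO wells.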
# GRP78 ERSR act – ER stress response induction in glioma. actives 0.02% (n = 420,000). U87-MG GRP78 promoter luciferase reporter, 16 h. Potency, µM, without a hit: at the highest dose activation, actives largely listed as activators; also: potency is read from the fitted curve at half-maximal effect; series mostly up to about 76 µM; % of control where 0% means no effect; nearly all actives have a fitted effect of over 35% in size
#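 ERSR induction read as luciferase luminescence (Bright-Glo, 10 min at room temperature) in stably transfected human U87-MG glioma cells exposed to compounds for 16 h, using GRP78 as sensor.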
# Vif-A3G inh – blocks the Vif interaction with human APOBEC3G | Q9HC16 | HeLa A3G-eYFP + Vif (tagged APOBEC3G with the HIV-1 protein that degrades it), YFP fluorescence, overnight | Potency, µM (highest dose often 46.1 µM), without a hit: top-dose activity, negative = active, usual class: inhibitors | actives 0.076% (n = 410,000) | AID 602310;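 also: potency is read from the fitted curve at half-maximal effect; % is scaled to controls: 0 for no effect and ±100 for the full control effect; nearly all actives have a fitted effect of over 60% in size; hits raise eYFP signal because A3G escapes Vif-driven loss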
# Target sequence (Q9HC16 whole entry, looked up): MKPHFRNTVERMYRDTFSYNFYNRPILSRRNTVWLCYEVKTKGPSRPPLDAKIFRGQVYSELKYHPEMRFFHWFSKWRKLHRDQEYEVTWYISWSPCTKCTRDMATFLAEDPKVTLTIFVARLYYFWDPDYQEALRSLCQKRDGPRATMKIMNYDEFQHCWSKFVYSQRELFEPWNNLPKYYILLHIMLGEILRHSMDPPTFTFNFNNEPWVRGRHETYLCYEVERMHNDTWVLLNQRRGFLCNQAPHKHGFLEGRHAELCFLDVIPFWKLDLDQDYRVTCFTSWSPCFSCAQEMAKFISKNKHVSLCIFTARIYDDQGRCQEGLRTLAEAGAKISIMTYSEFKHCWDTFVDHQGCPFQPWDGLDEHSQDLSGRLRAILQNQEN
#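 Read-out is eYFP fluorescence (Ex 488/Em 500-530) from Vif-expressing HeLa A3G-eYFP cells; more signal means A3G escaped Vif-mediated degradation. Cells plated overnight, compound pinned in, incubated overnight at 37 deg C.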
# Starred values were filed as active, the others as inactive; ? = inconclusive; & = joins results of further samples. Unless noted, calls follow the shape of the dose curve; as a rule, active = well fitted curve in the direction sought with a large enough effect; inconclusive = small, poorly fitted or top-dose-only effect, or another doubt; inactive = no such curve, though single readings can be large; an effect the other way counts as inactive or inconclusive. A portion of the library. The share of hits here may be higher or lower than overall.
SMILES,LDHA block,GRP78 ERSR act,Vif-A3G inh
Cc1ccc(S(=O)(=O)N2[C@H](c3ccccc3)CC(=O)[C@@H]3CN(S(=O)(=O)c4ccccc4C)[C@H](c4ccccc4)C[C@@H]32)cc1,-3,-3%,-2%
O=C(Nc1cccc(C(F)(F)F)c1)Nc1ccc2nc([C@@H]3O[C@H](CO)[C@@H](O)[C@H](O)[C@H]3O)[nH]c2c1,7,-1%,0%
NC(c1csc(Nc2ccc(C(=O)NCCCO)cn2)n1)C1CCCCC1 (stereo not drawn),0,-1%,2%
CCCNC(=O)C1(C)CCN(Cc2ccc(-c3ccccn3)cc2)C1 (stereo not drawn),-5,1%,1%
COc1ccc(OCCCn2c(CCNC(=O)C3CCCCC3)nc3ccccc32)cc1,2,0%,-3%
C[C@H](NC(=O)/C=C/[C@H]1O[C@@H](n2ccc(=O)[nH]c2=O)[C@H](O)[C@@H]1O)C(=O)O,-5,-1%,-1%
CC(=O)Oc1ccc(Cn2c(C)c(C(=O)NC3CC3)sc2=O)cc1,-1,-3%,2%
CCOC(=O)C1=CCN(S(=O)(=O)c2ccc(C)cc2)C1c1ccccc1 (stereo not drawn),-2,-6%,1%
Cc1ccc2ccccc2c1C(O)c1ncc(-c2ccc(Cl)cc2)[nH]1 (stereo not drawn),1,-3%,-19%
COC(=O)[C@H](CC(C)C)NC(=O)/C=C/[C@H]1O[C@@H](n2ccc(=O)[nH]c2=O)[C@H](O)[C@@H]1O,1,-3%,0%
COc1cc(C(O)c2nc(-c3ccc(C)c(C)c3)cs2)ccc1F (stereo not drawn),0,-1%,-17%
CN1CCN(c2cc(-c3ccc4ccccc4c3)nc3ccnn23)CC1,0,1%,2%
NS(=O)(=O)c1ccc(CCNc2ccn3nc(-c4ccc(OCCN5CCOCC5)cc4)cc3n2)cc1,-3,-4%,-8%
CCNC(=O)C1(C)CCN(C(=O)c2cccc(C(F)(F)F)c2)C1 (stereo not drawn),-10,-3%,-3%
CCOC(=O)C1=C[C@@H](C(C)C)N(S(=O)(=O)c2ccc(C)cc2)[C@H]1c1ccc(C(C)C)cc1,-1,-3%,-3%
CC(=Cc1ccccc1)C=C1SC(=S)N(CCCC(=O)Nc2ccc(C(=O)O)cc2)C1=O,6,6%,-8%
COc1cccc(-c2cnc(C(O)c3ccc(F)c(C)c3)[nH]2)c1 (stereo not drawn),-7,-1%,-1%
Cn1nc(C(C)(C)C)cc1C(=O)N1CCCCC1c1cc(C(=O)NCc2cccnc2)no1 (stereo not drawn),-9,-5%,-2%
CCOc1ccc(-c2cc(C(=O)NCc3cc(C(F)(F)F)cc(C(F)(F)F)c3)[nH]n2)c(C)c1,3,-9%,-15%
CC1(C(=O)NCc2ccc(Cl)cc2)CCN1C(=O)Cc1cccc2ccccc12 (stereo not drawn),2,-1%,-1%
Cc1ccc(-c2nc3ccc(Br)cn3c2Cc2cccc(F)c2)cc1,0,-1%,-8%
Cc1ccc2nc(C3CCCCC3)c(Cc3ccccc3)n2c1,0,-3%,-6%
CS(=O)(=O)c1cc(N2CCOCC2)ccc1CNC[C@H]1O[C@@H](n2cnc3c(=O)[nH]c(N)nc32)[C@H](O)[C@@H]1O,0,-3%,-4%
OCCCNc1ncnc2c1ncn2[C@H]1CN(Cc2ccncc2)C[C@@H](CO)O1,0,-2%,0%
O=C(Nc1ccc(Cl)cc1)c1csc(COCCO)n1,-7,1%,0%
COc1ccc(-c2nc3c(C)cc(Br)cn3c2Cc2cccc(F)c2)cc1OC,0,-3%,-8%
COc1cccc(S(=O)(=O)N(C)C[C@H]2OCc3cn(nn3)CCCC(=O)N([C@@H](C)CO)C[C@@H]2C)c1,-3,-3%,3%
Cc1c(C(=O)NCc2ccccc2C(F)(F)F)sc(=O)n1Cc1ccc(Cl)c(Cl)c1,-1,0%,0%
Cc1cc2nc(-c3cccc(Cl)c3)c(Cc3ccccc3)n2c(C)c1Br,-5,0%,-7%
CC1(C(=O)NS(=O)(=O)c2ccc(Cl)cc2)CCN1C(=O)Cc1ccc(-c2ccccc2)cc1 (stereo not drawn),-15,-1%,-5%
CNC(=O)c1cc(Oc2ccc(NC(=O)c3[nH]c(-c4ccccc4)c4c3C(=O)N(C)C4=O)cc2)ccn1,1,-3%,-1%
CCCCC1CC2=C(C(=O)OC(C)(C)O2)C(c2ccc(F)cc2)O1 (stereo not drawn),-4,-4%,1%
O=C(Nc1cccc2ccccc12)c1ccco1,2,3%,0%
O=C(Nc1cccc(Cl)c1)c1csc([C@@H]2C[C@H](O)[C@@H](CO)O2)n1,-4,6%,-3%
COc1ccc(OCCNC(=O)C2(C)CCN2Cc2ccc(SC)cc2)cc1 (stereo not drawn),-2,-2%,2%
Nc1ncc(-c2ccc(F)cc2)nc1N1CCN(CCO)CC1,-7,0%,-2%
O=C(NCCc1ccccc1)c1cccc2c(-c3cccnc3)coc12,-5,0%,-5%
COCc1cccc(-c2csc(C(O)c3ccccc3)n2)c1 (stereo not drawn),-6,6%,5%
CCc1ccc(C(O)c2ncc(-c3cccc(C)c3)[nH]2)cc1 (stereo not drawn),-15,-2%,-11%
CCC(CC)C(=O)N(C)c1c(C)nc2c(OCc3ccc(C(F)(F)F)cc3)cccn12,1,0%,2%
CC1(Oc2ccc(Cl)cc2)CCN(Cc2csc3ccccc23)C1 (stereo not drawn),-5,-3%,2%
CC(C)c1cccc(C(C)C)c1NC(=O)OC1CCCCC1,-10,-2%,-2%
CC1(C(=O)N2Cc3ccccc3C2)CCN1C(=O)Cc1ccccc1 (stereo not drawn),-7,8%,1%
CCOC1=C2[C@H]([C@H]3C(=O)N(c4ccccc4)C(=O)[C@H]3C1)[C@@H](c1ccccc1)N(S(=O)(=O)c1ccc(C)cc1)[C@H]2c1ccccc1,1,-4%,1%
CCC(=O)N1CCC1(C)C(=O)Nc1ccc(Cl)c(Cl)c1 (stereo not drawn),-2,-3%,0%
NS(=O)(=O)c1ccc(NC(=O)c2nc(S(=O)(=O)Cc3ccccc3F)ncc2Cl)cc1,3,-11%,1%
CCOc1cccc(-c2cnc3cccnn23)c1,-2,-3%,-3%
CCN(Cc1ccccc1)c1ccc(/C=C/c2ccnc3ccccc23)cc1,1,-1%,?
COCCNC(=O)C1(C)CCN(C(=O)c2ccc3ccccc3n2)C1 (stereo not drawn),1,-3%,0%
CC(C)CNc1ncnc2c1ncn2[C@H]1CN(CCN2CCOCC2)C[C@@H](CO)O1,-8,-4%,-4%
CCN1C(=O)[C@@H]2[C@@H]3CN(S(=O)(=O)c4ccccc4C)[C@@H](c4ccc(Cl)cc4)[C@@H]3C(=O)C[C@@H]2C1=O,0,-3%,0%
CN(C)CCCNc1nc2cc(-c3ccn[nH]3)sc2c(=O)n1C,-5,-2%,-1%
O=C(Nc1ccc(F)c(Cl)c1)C1Cc2c(-c3ccco3)ccnc2O1 (stereo not drawn),-6,-3%,-3%
O=C(c1cnn2c1NC(=C1CC1)C=C2C(F)F)N1CCc2ccccc2C1,-2,-3%,3%
O=C(Nc1ccccc1)c1cc(C2CCCCN2C(=O)c2ccccc2)on1 (stereo not drawn),-2,-2%,2%
O=S1(=O)C=C[C@@H](COCc2ccccc2)N1Cc1ccc(Br)cc1,-11,-5%,-2%
CCCCc1ccc(S(=O)(=O)NC(=O)C2(C)CCN2C(=O)Cc2ccccc2)cc1 (stereo not drawn),-7,0%,-3%
CCOC(=O)C1(C)CCCN1C(=O)c1ccc(C)cc1 (stereo not drawn),-5,1%,-1%
CC(=O)Nc1cccc(-c2ccnc3c2CC(C(=O)NCc2cccnc2)O3)c1 (stereo not drawn),-10,-1%,-15%
COc1ccc(C(O)c2nc(-c3cc4ccccc4o3)cs2)cc1 (stereo not drawn),-11,4%,3%

# Part of the list above, reduced to Vif-A3G inh and LDHA block:
Molecule,Vif-A3G inh,LDHA block
CCCCc1ccc(S(=O)(=O)NC(=O)C2(C)CCN2C(=O)Cc2ccccc2)cc1 (stereo not drawn),-3%,-7
CCOC(=O)C1(C)CCCN1C(=O)c1ccc(C)cc1 (stereo not drawn),-1%,-5
CC(=O)Nc1cccc(-c2ccnc3c2CC(C(=O)NCc2cccnc2)O3)c1 (stereo not drawn),-15%,-10

# Next compounds:
SMILES,LDHA block,GRP78 ERSR act,Vif-A3G inh
CCc1nc2c(OCc3c(C)noc3C)cccn2c1N(C)C(=O)C(C)C,-5,-2%,1%
O=C(NCc1ccccc1)c1cc(C2CCCCN2C(=O)c2cccs2)on1 (stereo not drawn),-9,-1%,-3%
COc1cccc(OC2(C)CCN(Cc3ccc(-c4ccccn4)cc3)C2)c1 (stereo not drawn),-4,-2%,-2%
O=[N+]([O-])c1ccc2c(c1)C=C/C2=C\c1ccccc1,5,0%,3%
N#Cc1cccc(-c2csc(C(O)(c3ccccc3)C(F)(F)F)n2)c1 (stereo not drawn),-4,1%,-26%
Cc1nc2c(OCc3cccc(Cl)c3)cccn2c1N(C)Cc1cccs1,2,?,-21%
COc1cc(Cn2c3ccc(NC(=S)NCc4ccc(C)cc4)cc3c(=O)n2C)ccc1F,2,-5%,-3%
COCCNC(=O)C1CCCN(Cc2ccccc2F)CC1 (stereo not drawn),-4,-5%,-1%
CC(=O)c1cccc(-c2ccnc3c2CC(C(=O)NCc2ccco2)O3)c1 (stereo not drawn),-6,-3%,0.89µM*
Cc1ccccc1S(=O)(=O)NC(=O)C1(C)CCN1C(=O)C/C=C/c1ccccc1 (stereo not drawn),-6,-3%,0%
O=C(Cc1ccccc1)NCC(=O)OCC(=O)c1cccc2ccccc12,-7,-3%,-3%
CCc1nc2c(OCc3cccc(Cl)c3)cccn2c1N(C)C(=O)C1CC1,1,-1%,-12%
CNc1cc(-c2ccc(OC)c(OC)c2)ncn1,-6,-6%,-1%
Cc1nc(N=Nc2cc(S(=O)(=O)O)c3cc([N+](=O)[O-])cc(S(=O)(=O)O)c3c2)c(COP(=O)(O)O)c(C=O)c1O,-2,-5%&-4%&-4%&-4%,1%
CCc1nc2ccc(C(=O)NCCNC(C)=O)cn2c1N(C)CCCc1ccccc1,-1,-3%,-2%
Cc1ccccc1-c1csc(C(O)c2cccnc2)n1 (stereo not drawn),-5,0%,2%
CCOC(=O)C1CCCN(C(=O)c2cc(C)n(C(C)(C)C)n2)CC1 (stereo not drawn),-2,-5%,-3%
CC[N+](CC)(CC)c1ccc(/C=C/c2ccc3ccccc3n2)cc1,7,-8%,10%
C[C@H]1CNC(=O)c2c(C(=O)NC3CCN(C(=O)OC(C)(C)C)CC3)ncn21,-3,-4%,-1%
COc1cc(CN2C(=O)C(Cc3ccccc3)ON=C2c2ncccc2C)cc(OC)c1 (stereo not drawn),2,-3%,-2%
CC(C)(C)S(=O)N1Cc2cc(C(=O)N3CCOCC3)nc(-c3cccc(Br)c3)c2[C@@H]1CCO (stereo partly drawn),2,-3%,0%
Cc1ccc(S(=O)(=O)N2C[C@H]3C(=O)C[C@@H](c4ccc(Cl)cc4)N(S(=O)(=O)c4ccc(C)cc4)[C@H]3C[C@H]2c2cccc3ccccc23)cc1,-1,-1%,0%

# Structural class: the entries above containing an aryl methoxy group (eleven)
SMILES,LDHA block,GRP78 ERSR act,Vif-A3G inh
COc1ccc(OCCCn2c(CCNC(=O)C3CCCCC3)nc3ccccc32)cc1,2,0%,-3%
COc1cc(C(O)c2nc(-c3ccc(C)c(C)c3)cs2)ccc1F (stereo not drawn),0,-1%,-17%
COc1cccc(-c2cnc(C(O)c3ccc(F)c(C)c3)[nH]2)c1 (stereo not drawn),-7,-1%,-1%
COc1ccc(-c2nc3c(C)cc(Br)cn3c2Cc2cccc(F)c2)cc1OC,0,-3%,-8%
COc1cccc(S(=O)(=O)N(C)C[C@H]2OCc3cn(nn3)CCCC(=O)N([C@@H](C)CO)C[C@@H]2C)c1,-3,-3%,3%
COc1ccc(OCCNC(=O)C2(C)CCN2Cc2ccc(SC)cc2)cc1 (stereo not drawn),-2,-2%,2%
COc1ccc(C(O)c2nc(-c3cc4ccccc4o3)cs2)cc1 (stereo not drawn),-11,4%,3%
COc1cccc(OC2(C)CCN(Cc3ccc(-c4ccccn4)cc3)C2)c1 (stereo not drawn),-4,-2%,-2%
COc1cc(Cn2c3ccc(NC(=S)NCc4ccc(C)cc4)cc3c(=O)n2C)ccc1F,2,-5%,-3%
CNc1cc(-c2ccc(OC)c(OC)c2)ncn1,-6,-6%,-1%
COc1cc(CN2C(=O)C(Cc3ccccc3)ON=C2c2ncccc2C)cc(OC)c1 (stereo not drawn),2,-3%,-2%
